# Pf growth 48h – Primary qHTS for delayed death inhibitors of the malarial parasite plastid, 48 hour incubation. AID 504832, 2011. 310,000 tested, 5.9% active. P. falciparum luciferase growth in erythrocytes, 48 h. Potency, µM (highest dose often 28.7 µM), for inactives: at the highest dose activity change, negative = inhibition, hits mostly inhibitors; further: potency means the concentration at half of the fitted maximal effect; on the % scale 0 is the no-effect control and ±100 the full control effect
#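 Growth was read as firefly luciferase luminescence after a 48 h, 37 C, 5% CO2 exposure of compounds to reporter-bearing P. falciparum cultures (0.1% parasitemia, 2% hematocrit final) in Albumax-supplemented RPMI 1640.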
# CHX counter – Cycloheximide Counterscreen for Small Molecule Inhibitors of Shiga Toxin; cell reporter, cycloheximide protein synthesis inhibition counterscreen; max response, %; 300,000 tested, 12% active; AID 2314, 2010; in the data active means max response mostly above about 13%, no sharp cut-off; inactive means mostly below about 14%; further: read at 38.3 µM for the half of the compounds with a filed dose; 0% is about no effect
# HCV inh – qHTS Assay for Inhibitors of Hepatitis C Virus (HCV). 340,000 tested, 3.4% active. Huh7.5.1 HCVcc-Cre infection, luciferase reporter, 44 h. Potency, µM (series often up to 41.8 µM), inactives show at the top dose activity change, negative = inhibition, most hits filed as inhibitors; further: potency means the concentration at half of the fitted maximal effect; on the % scale 0 is the no-effect control and ±100 the full control effect
#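 1,000 cells/well; 4 h culture; + compound; + HCVcc-Cre (~0.5 moi); 44 h; luciferase substrate, RT 15 min; read 15 sec.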
# FBPA Giardia inh – qHTS Assay for Inhibitors of Fructose-1,6-bisphosphate Aldolase from Giardia Lamblia. A8B2U2. 290,000 tested, 0.71% active. AID 2451, 2010. Potency, µM (series often up to 59.6 µM), for inactives: at the highest dose activity, negative = inhibition, actives largely listed as inhibitors. purified Giardia FBPA; further: potency means the concentration at half of the fitted maximal effect; on the % scale 0 is the no-effect control and ±100 the full control effect; nearly all actives have a fitted effect of over 55% in size
# Target sequence (A8B2U2 whole entry, looked up): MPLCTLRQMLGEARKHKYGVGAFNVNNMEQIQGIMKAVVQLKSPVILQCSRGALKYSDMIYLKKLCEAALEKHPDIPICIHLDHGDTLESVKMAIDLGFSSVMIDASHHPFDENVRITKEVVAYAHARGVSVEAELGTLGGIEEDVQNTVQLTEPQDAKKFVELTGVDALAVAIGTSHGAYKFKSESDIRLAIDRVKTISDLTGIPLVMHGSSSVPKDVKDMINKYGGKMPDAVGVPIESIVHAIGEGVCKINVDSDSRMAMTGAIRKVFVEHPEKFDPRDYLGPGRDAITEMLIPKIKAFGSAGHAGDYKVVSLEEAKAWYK
#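 Giardia FBPA (40 nM reagent) was preincubated 10 min at RT with compound (up to 57.5 uM final), then substrate plus GAPDH/TPI/NAD/arsenate coupling system with diaphorase/resazurin was added; resorufin fluorescence (525/598 nm) was read after 20 min.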
# Shiga toxin inh – A qHTS for Small Molecule Inhibitors of Shiga Toxin | 290,000 tested, 9.2% active | inhibition, % at 38.7 µM | AID 2315, 2010 | Vero cells, Shiga toxin protein synthesis inhibition reporter; in the data active means inhibition mostly above about 28%, no sharp cut-off; inactive means mostly below about 43%; further: 0% is about no effect
# Pf growth 96h – Primary qHTS for delayed death inhibitors of the malarial parasite plastid, 96 hour incubation; AID 504834, 2011; 320,000 tested, 6.9% active; P. falciparum luciferase reporter growth, 96 h; Potency, µM (doses to about 28.7 µM), for inactives: at the top dose activity change, negative = inhibition, actives largely listed as inhibitors; further: potency means the concentration at half of the fitted maximal effect; on the % scale 0 is the no-effect control and ±100 the full control effect
#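 Delayed-death screen, second-generation endpoint: infected erythrocytes, 2% hematocrit, 0.05% parasitemia final; 96 hours at 37 C, 5% CO2; luciferase detection reagent; luminescence decrease equals reduced growth.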
# Numbers without * were called inactive; ? = inconclusive; . = not tested or not shown; & = joins results of further samples; [ ] = remark or other dose. Unless noted, the call rests on the fitted dose curve; in most records, active means well fitted curve in the direction sought with a large enough effect; inconclusive means small, poorly fitted or top-dose-only effect, or another doubt; inactive means no such curve, though single readings can be large; an effect the other way counts as inactive or inconclusive.
item	structure	Pf growth 48h	CHX counter	HCV inh
1	CCC(=O)N(CCc1ccccc1)Cc1cc2cc(C)ccc2[nH]c1=O	83%[activator]	-3	3%
2	Cc1ccsc1/C=N/NC(=O)c1nnn(-c2nonc2N)c1C(C)C	-2%	-1	6%
3	CCCOc1ccc(N2C(=O)CC(NCc3cccs3)C2=O)cc1 (stereo unspecified)	-1%	-3	9%
4	Cn1c(Cn2nnc3ccccc32)nnc1SCC(=O)N1c2ccccc2Sc2ccccc21	?	-4	?
5	O=C(CCCCCn1c(=O)[nH]c2ccsc2c1=O)NCc1ccc2c(c1)OCO2	?	-2	-11%
6	NC(=O)c1cc([N+](=O)[O-])ccc1N1CCCCC1	-6%	0	5%
7	CC(C)COc1cccc(C(=O)NC2(C)CCS(=O)(=O)C2)c1 (stereo unspecified)	1%	1	-2%
8	CC(C)(C)c1ccc(-c2nc3c(C#N)c(-c4ccc5c(c4)OCO5)ccn3n2)cc1	8.3µM*	4	?
9	O=C(NC1CC1)c1cc(OCC(F)(F)F)ccc1OCC(F)(F)F	-3%	-5	?
10	O=[N+]([O-])c1cccc(/C=N\N=C2c3ccccc3-c3ccccc32)c1O	0%	7	?

item	FBPA Giardia inh	Shiga toxin inh	Pf growth 96h
1	3%	0	40%[activator]
2	.	10	-24%
3	1%	11	5.2µM*
4	10%	-16	10µM*
5	2%	-19	?
6	7%	8	-10%
7	.	8	9%
8	-12%	-6	?
9	-4%	-2	-26%[1.15 µM]
10	-9%	-3	.

# Arranged by number of heavy atoms (highest first): 3 of the compounds above.
item	structure	Pf growth 48h	CHX counter	HCV inh
4	Cn1c(Cn2nnc3ccccc32)nnc1SCC(=O)N1c2ccccc2Sc2ccccc21	?	-4	?
10	O=[N+]([O-])c1cccc(/C=N\N=C2c3ccccc3-c3ccccc32)c1O	0%	7	?
2	Cc1ccsc1/C=N/NC(=O)c1nnn(-c2nonc2N)c1C(C)C	-2%	-1	6%

item	FBPA Giardia inh	Shiga toxin inh	Pf growth 96h
4	10%	-16	10µM*
10	-9%	-3	.
2	.	10	-24%

# Going on with the list:
item	structure	Pf growth 48h	CHX counter	HCV inh
11	CCCCCCOC(=O)C(C#N)c1nc2ccccc2nc1N1CCCCC1 (stereo unspecified)	43%[activator]	-1	-12%
12	CCN1CCN(c2ccc(NC(=O)c3ccco3)cc2Cl)CC1	32%[activator]	27*	-1%
13	O=C(O)C1=C[C@@H](c2ccc(C(F)(F)F)cc2)C[C@@H](OCc2ccc(CO)cc2)O1	45%[activator]	1	21%
14	CCn1ncc([N+](=O)[O-])c1C(=O)Nc1nc2cccc(C)c2s1	3%	-2	-1%
15	CS(=O)(=O)c1ccc2nc(NC(=O)c3ccco3)sc2c1	99%[activator]	36*	2%
16	COCCn1c(SCC(=O)Nc2ccccc2OC)nc2c(oc3ccccc32)c1=O	?	-4	?
17	COc1cc(C(=O)COC(=O)c2cnc(C)cn2)ccc1OC(F)F	-17%	1	25%
18	O=C(c1ccc2c(=O)n(CCc3ccccc3)c(=O)[nH]c2c1)N1CCN(c2ccc(F)cc2)CC1	-57%	-2	?
19	O=C(NCCCNc1ccc([N+](=O)[O-])cc1)C(F)(F)F	-30%	25	-1%
20	N=Cc1c(O)n(-c2ccc(C34CC5CC(CC(C5)C3)C4)cc2)c(=O)[nH]c1=O	35%	48*	-2%

item	FBPA Giardia inh	Shiga toxin inh	Pf growth 96h
11	-3%	-6	0%
12	11%	59*	41%[activator]
13	19%	-11	2%
14	13%	8	15%
15	8%	40*	143%[activator]
16	5%	-8	-2%
17	11%	-7	-17%
18	-10%	8	-10%
19	0%	28	217%[activator]
20	-9%	27*	44%[activator]

# Continued:
item	structure	Pf growth 48h	CHX counter	HCV inh
21	O=P(OCC(F)(F)C(F)F)(N1CCCCC1)N1CCCCC1	-1%	0	-6%
22	CCCn1nc(NC(=O)c2ccncc2)c2cc3ccccc3nc21	?	-7	?
23	Cc1cc(C(=O)Nc2ccc(F)cc2C)n(-c2ccccc2)n1	-9%	-2	9%
24	Cc1sc2ncnc(SCC(=O)N3CCCC3)c2c1C	-18%	11	?
25	CNS(=O)(=O)c1cc(Nc2ncnc3sccc23)ccc1C	.	5	?
26	COc1ccccc1NC(=O)c1oc2ccc(C)cc2c1C	11%	34*	-18%
27	COc1cc(Cl)c(S(=O)(=O)N2CC(C)OC(C)C2)cc1Cl (stereo unspecified)	-6%	-3	-11%
28	CCCSC(=O)N(CC)CC(=O)Nc1c(CC)cccc1CC	5%	-5	7%
29	CC(=O)c1cccc(-n2nnnc2SCC(=O)Nc2cccc(NC(=O)c3ccco3)c2)c1	?	-3	?
30	CCOc1ccc(S(=O)(=O)n2nc(C)c(S(=O)(=O)N3CCOCC3)c2C)cc1	19%	1	11%

item	FBPA Giardia inh	Shiga toxin inh	Pf growth 96h
21	1%	-10	17%
22	-5%	-20	?
23	0%	38	1%
24	-21%	13	-22%
25	8%	2	-16%
26	-4%	101	.
27	-2%	-9	14%
28	8%	-5	.
29	6%	-4	13%
30	-3%	-11	?

# Exported with two lines to a compound: 2 of the compounds above.
# Sequence of screens – Pf growth 48h	CHX counter	HCV inh	FBPA Giardia inh	Shiga toxin inh	Pf growth 96h
27) COc1cc(Cl)c(S(=O)(=O)N2CC(C)OC(C)C2)cc1Cl (stereo unspecified)
→ -6%	-3	-11%	-2%	-9	14%
30) CCOc1ccc(S(=O)(=O)n2nc(C)c(S(=O)(=O)N3CCOCC3)c2C)cc1
→ 19%	1	11%	-3%	-11	?

# 2 records drawn at random from the list so far, as already listed:
item	structure	Pf growth 48h	CHX counter	HCV inh
26	COc1ccccc1NC(=O)c1oc2ccc(C)cc2c1C	11%	34*	-18%
16	COCCn1c(SCC(=O)Nc2ccccc2OC)nc2c(oc3ccccc32)c1=O	?	-4	?

item	FBPA Giardia inh	Shiga toxin inh	Pf growth 96h
26	-4%	101	.
16	5%	-8	-2%

# New compounds follow:
item	structure	Pf growth 48h	CHX counter	HCV inh
31	O=C(CCN1CCCCC1)Nc1cccc(Cl)c1	.	-2	1%
32	CCCCNC(=O)C1CC(=O)N(CCc2ccccc2)C1 (stereo unspecified)	10%	-5	-4%
33	CCCCNC(=O)Nc1cc(C(F)(F)F)c[nH]c1=O	23%	8	11%
34	CCN1CCN(CCCNC(=O)CCCn2nc(C)c3sc4ccccc4c3c2=O)CC1	3%	-1	-8%
35	Cc1oc(-c2cccc(Cl)c2)nc1CN1CCC(C(=O)NCCCN2CCCC2=O)CC1	.	-4	-8%
36	COc1ccc(CCNC(=S)NNC(=O)c2c(Br)c(C)nn2C)cc1OC	-14%	-2	6%
37	COC(=O)C1=C(CS(=O)(=O)c2ccccc2)NC(=O)NC1c1ccc(OC)c(OC)c1 (stereo unspecified)	15%	-6	-2%
38	N#CCc1nn(Cc2ccc(F)cc2)c(=O)c2ccccc12	8%	-2	?
39	N#Cc1ccccc1NC(=O)COC(=O)c1ccc2c(c1)OCCO2	71%[activator]	19*	-5%
40	CCOC(=O)C1CN(S(=O)(=O)c2ccc(C)cc2)CCN1S(=O)(=O)c1ccc(C)cc1 (stereo unspecified)	?	-2	-6%&-21%

item	FBPA Giardia inh	Shiga toxin inh	Pf growth 96h
31	0%	-17	?
32	7%	21	-15%
33	?	6	?
34	7%	-6	?
35	0%	-13	12µM*
36	.	-12	?
37	-6%	-7	?
38	5%	-4	1%
39	-2%	29	34%[activator]
40	-2%	37	15µM*

# Following part.
item	structure	Pf growth 48h	CHX counter	HCV inh
41	COc1c(Cl)cc(-c2noc(C)c2C(=O)NC(C)C)cc1Cl	1%	-4	7%
42	Cn1[nH]c(-c2ccccc2)c(/C=N/O)c1=O	?	-3	21%
43	CC(C)CNc1nc(N)c([N+](=O)[O-])c(NCc2ccccc2)n1	?	-2	-6%
44	COc1ccc(/C=C/C(=O)OCCCN(C)C)cc1	16%	-3	14%
45	CCC1CN(C(=O)NCc2ccc(F)cc2)c2ccccc2O1 (stereo unspecified)	-12%	-3	-19%
46	CC12C(=O)N(c3ccccn3)C(=O)C1C1C=CC2C1 (stereo unspecified)	.	-1	14%
47	CS(=O)(=O)N(CC(=O)N1CCC(C(N)=O)CC1)Cc1ccc(Cl)c(Cl)c1	82%[activator]	-2	11%
48	N#C/C(=C/Nc1ccccc1F)S(=O)(=O)c1ccc(Cl)cc1	0%[0.00184 µM]	8	-4%
49	CCOC(=O)c1sc(NC(=O)/C=C/c2cnn(CC)c2C)c(C(=O)OCC)c1C	?	-4	?
50	C=CCNc1nc(SCC=C)nc2ccsc12	-2%	-2	?

item	FBPA Giardia inh	Shiga toxin inh	Pf growth 96h
41	0%	-11	?
42	16µM*	23	38%[activator]
43	12%	-6	?
44	-3%	-6	99%[activator]
45	1%	4	32%[activator]
46	-1%	-7	-30%
47	9%	-9	-14%
48	-15%	14	-8%
49	-3%	-1	8.3µM*
50	0%	-13	?

# Other compounds follow.
item	structure	Pf growth 48h	CHX counter	HCV inh
51	CCC(C)NC(=O)Cn1c(=O)n(CCCCC(=O)NCc2ccco2)c(=O)c2ccccc21 (stereo unspecified)	.	-6	24%
52	O=S(=O)(NC1CC2CCC1C2)c1ccc(Cl)cc1 (stereo unspecified)	-4%	-2	7%
53	COc1ccc(Nc2nc(N)nc(CSc3nccc(C)n3)n2)cc1	16%	16*	-8%
54	O=S(=O)(c1ccc(S(=O)(=O)N(Cc2ccco2)Cc2ccccc2Cl)cc1)N1CCCC1	?	-1	4%&20%
55	N#Cc1ccccc1CSc1nc2ccsc2c(=O)n1Cc1ccccn1	25%	18*	?
56	CNc1c(NS(=O)(=O)c2ccc(Br)cc2)c(=O)oc2ccccc12	-6%	-5	-7%
57	CCc1nnc(NC(=O)Cc2c[nH]c3ccccc23)s1	-8%	2	13%
58	C/C(=N\NC(=O)c1ccc(O)cc1)c1ccc2c(c1)Nc1ccccc1S2	?	12	10µM*
59	CC1CCCCC1NC(=O)CO/N=C/c1ccc(OC(F)F)cc1 (stereo unspecified)	0%	1	9%
60	O=C(NC1CCCc2ccccc21)C1CCCC1 (stereo unspecified)	-4%	-1	-4%

item	FBPA Giardia inh	Shiga toxin inh	Pf growth 96h
51	1%	-18	?
52	4%	.	-12%
53	-1%	76*	5.2µM*
54	-1%	5	.
55	-6%	-3	?
56	5%	3	-18%
57	-19%	20	-12%
58	-9%	12	?
59	0%	-8	-2%
60	3%	4	7%

# Next results follow:
item	structure	Pf growth 48h	CHX counter	HCV inh
61	O=S(=O)(Nc1nc2ccccc2[nH]1)c1ccc(Cl)cc1	-4%	2	2%
62	O=C(Cn1cnc2sc(-c3ccccc3)cc2c1=O)N1CCOCC1	17%	-3	-10%
63	Clc1ccccc1-c1nn2c(Cn3cnc4ccccc43)nnc2s1	0%	-4	-10%
64	Cc1cc(NC(CC(C)C)C(=O)O)nc(Cc2ccccc2)n1 (stereo unspecified)	?	5	3%
65	CCN(CC)CCNc1nc(-c2ccccc2)c2c(c1C#N)CC(C)(C)OC2	.	-2	?
66	CC(=O)N1CCN(S(=O)(=O)c2cccc(C(=O)OCC(=O)NC(=O)c3cccn3C)c2)CC1	4%	-2	1%
67	CCc1ccc2[nH]c(=O)c(CN(CCCN3CCOCC3)C(=O)Nc3cccc(Cl)c3)cc2c1	5.2µM*	-6	10µM*
68	COc1ccc(-c2cccc(C(=O)Nc3ccc(OC)c(OC)c3)c2)cc1	-6%	-3	?
69	O=c1c2ccccc2nc(/C=C/c2ccc([N+](=O)[O-])o2)n1CCCO	?	18*	2.2µM*

item	FBPA Giardia inh	Shiga toxin inh	Pf growth 96h
61	-19%	-8	?
62	1%	-11	4%
63	1%	16	.
64	2%	-13	8%
65	4%	-11	8.3µM*
66	-3%	-7	30%[activator]
67	-2%	-8	.
68	-2%	20	?
69	-11%	27	2.6µM*

# Screening results: PubChem, National Center for Advancing Translational Sciences (NCATS)
